Assay outcomes from PubChem BioAssay.
ST2 IL33 inh: IL1RL1 inhibition. Q01638. AlphaLISA ST2-Fc/biotin-IL-33 interaction, 1 h. inhibition, % for hits at 17 µM. 78,000 compounds, 2.3% hits. AID 1259354; in the data active = inhibition above about 30%; inconclusive = mostly about 10% to 28%
Target sequence (Q01638 whole entry, looked up): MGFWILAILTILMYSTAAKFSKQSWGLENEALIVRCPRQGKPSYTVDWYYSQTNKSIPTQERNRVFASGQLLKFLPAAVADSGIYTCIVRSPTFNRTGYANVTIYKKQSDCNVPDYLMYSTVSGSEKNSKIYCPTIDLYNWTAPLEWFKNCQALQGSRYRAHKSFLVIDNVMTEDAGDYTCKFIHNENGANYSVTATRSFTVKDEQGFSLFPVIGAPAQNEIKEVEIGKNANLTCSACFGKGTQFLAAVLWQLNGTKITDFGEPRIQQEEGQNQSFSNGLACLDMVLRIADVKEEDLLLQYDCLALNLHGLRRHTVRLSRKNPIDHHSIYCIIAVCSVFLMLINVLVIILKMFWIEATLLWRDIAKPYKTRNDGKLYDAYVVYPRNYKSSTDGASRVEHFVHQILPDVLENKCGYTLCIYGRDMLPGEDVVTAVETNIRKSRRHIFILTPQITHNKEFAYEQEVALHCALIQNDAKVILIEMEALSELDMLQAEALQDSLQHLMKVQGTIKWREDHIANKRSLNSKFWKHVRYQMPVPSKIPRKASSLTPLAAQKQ
* marks the source's active call; other numbers are inactive results.

`COc1ccc(C2=NN(C(C)=O)C(c3cc(OC)ccc3OC)C2)cc1` (stereo unspecified) gave ST2 IL33 inh inactive.
For CCCC(O)=C1C(=O)CC(C)(C)CC1=NCCc1ccccc1 the results were ST2 IL33 inh inactive.
Screening COC(=O)Nc1ccc(C(=O)NCc2ccccc2)cc1 returned ST2 IL33 inh inactive.
`O=C(NCCC1=CCCN(CCCF)C1)c1c(F)cccc1F` gave ST2 IL33 inh inactive.
Screening O=C(c1ccc(NC2=NC3CS(=O)(=O)CC3S2)cc1)N1CCc2ccccc2C1 (stereo unspecified) returned ST2 IL33 inh inactive.
`COCCn1c(=O)c2c(nc3n2CCN3c2ccccc2)n(C)c1=O` gave ST2 IL33 inh inconclusive.
`CCCC1CCc2c(sc(NC(=O)C3C4C=CC(C4)C3C(=O)O)c2C(N)=O)C1` (stereo unspecified) gave ST2 IL33 inh inactive.
`Cc1nc2sccn2c1C(=O)N1CCCCC1CCc1ccccn1` (stereo unspecified) gave ST2 IL33 inh inactive.
Screening O=C1Nc2ccc(Br)cc2C(O)(C(=O)NC2CCCCC2)N1c1ccc(Cl)cc1 (stereo unspecified) returned ST2 IL33 inh inactive.
Screening O=C(NCCN1CCCC1)c1ccc(CS(=O)(=O)c2c(Cl)cccc2Cl)o1 returned ST2 IL33 inh inactive.
`COc1cc2c(cc1OC)C(C(=O)N1CCCC1)C(c1cccs1)N(C)C2=O` (stereo unspecified) gave ST2 IL33 inh inactive.
`CN1CCN(CCCNC(=O)COc2ccc3c(c2)C(=O)CC(C)(C)O3)CC1` gave ST2 IL33 inh inactive.
Screening COc1ccc(N2C(=O)CSC2c2ccc(Cl)cc2)cc1Cl (stereo unspecified) returned ST2 IL33 inh inactive.
Screening O=C(Nc1ccc2oc(-c3cc(Cl)ccc3Cl)nc2c1)c1ccc([N+](=O)[O-])o1 returned ST2 IL33 inh inconclusive.
For Cc1cc(NC(=O)Cn2c3ccccc3c(=O)c3ccccc32)no1 the results were ST2 IL33 inh inconclusive.
For COc1ccccc1/C=C/C1=NC(=C\c2ccccc2Cl)/C(=O)O1 the results were ST2 IL33 inh inactive.
Screening O=c1[nH]cnc2scc(C3COc4ccccc4O3)c12 (stereo unspecified) returned ST2 IL33 inh inactive.
Screening CCOC(=O)CCNC(=O)N1CCCC(Nc2ccc3c(c2)OCO3)C1 (stereo unspecified) returned ST2 IL33 inh inactive.
Screening Cc1cccc2ncc(C(=O)N3Cc4cnc(CC(C)C)nc4C3)c(=O)n12 returned ST2 IL33 inh inconclusive.
For O=C(NCc1cccs1)c1ccc(NC(=O)C2CCCO2)cc1 (stereo unspecified) the results were ST2 IL33 inh inactive.
`CCC(C)NC(=O)CCS(=O)(=O)c1cccc2nsnc12` (stereo unspecified) gave ST2 IL33 inh inactive.
Screening COCc1cc(=O)n2c([nH]c3ccccc32)c1C#N returned ST2 IL33 inh inactive.
Screening CN(C)C(=NS(=O)(=O)c1ccc(Br)cc1)c1ccccc1 returned ST2 IL33 inh inactive.
Screening COc1cc(NC(=O)CCc2ccccc2)c(C(=O)O)cc1OC returned ST2 IL33 inh inactive.
COc1ccc(-c2nc(SC3CCCC3)c3c(=O)n(C)c(=O)n(C)c3n2)cc1 was read as ST2 IL33 inh inactive.
For O=c1[nH]c(Nc2ccccc2)nnc1Cc1ccc(Cl)cc1 the results were ST2 IL33 inh inactive.
Screening CC1Cc2ccccc2N1S(=O)(=O)c1ccc2c(c1)c(=O)n(C)c(=O)n2C (stereo unspecified) returned ST2 IL33 inh inactive.
`CN1CCN([C@@H]2[C@H](O)[C@H](CO)O[C@@H]2CNC(=O)Nc2ccc(OC(F)(F)F)cc2)CC1` gave ST2 IL33 inh inactive.
`O=C(NCc1ccccc1)c1ccccn1` gave ST2 IL33 inh inactive.
`O=C(Cc1ccccc1)Nc1cccc(C(=O)O)c1` gave ST2 IL33 inh inactive.
For COc1cc(-c2c(C)c3ccccc3[nH]c2=O)cc(OC)c1OC the results were ST2 IL33 inh inactive.
`Cc1ccc(NC(=O)CSc2ncnc3nc(N(C)C)sc23)c(C)c1` gave ST2 IL33 inh inactive.
`Cc1ccccc1-c1cnc(-c2cccnc2)nc1C1CCN(C(=O)c2ccc3cc[nH]c3c2)CC1` gave ST2 IL33 inh inconclusive.
O=C(O)c1c[nH]c2c(C(=O)O)cccc2c1=O was read as ST2 IL33 inh inactive.
Screening Cc1cc(NC(=O)Cn2cnc3c(oc4ccccc43)c2=O)no1 returned ST2 IL33 inh inconclusive.
O=C(O)CCC(=O)N1N=C(c2ccccc2)CC1c1ccccc1F (stereo unspecified) was read as ST2 IL33 inh inactive.
`COc1ccc(-n2c(=O)[nH]cc(C(=O)Nc3ccc(Br)cc3)c2=O)cc1` gave ST2 IL33 inh inactive.
`CC1(C(=O)NC2CCCC2)COc2c(oc3ccccc23)C(=O)N1Cc1cccc(Br)c1` (stereo unspecified) gave ST2 IL33 inh inactive.
`CC(=O)Nc1cccc(OCc2cc(=O)n3cc(Cl)ccc3n2)c1` gave ST2 IL33 inh inactive.
Screening C=CCSc1nc(O)c(C(c2ccccc2)c2ccccc2)c(=O)[nH]1 returned ST2 IL33 inh inconclusive.
For O=C(CN1C(=O)COc2ccc(S(=O)(=O)N3CCCC3)cc21)NCc1ccc(F)cc1 the results were ST2 IL33 inh inactive.
For COc1c2ccoc2c(OCC=C(C)C)c2oc(=O)ccc12 the results were ST2 IL33 inh inactive.
`O=c1ccc(-c2ccccc2)nn1CCn1ccnc1-c1ccncc1` gave ST2 IL33 inh inconclusive.
O=C(CC(c1ccccc1)C1([N+](=O)[O-])C(=O)c2ccccc2C1=O)c1ccccc1 (stereo unspecified) was read as ST2 IL33 inh inconclusive.
For Cc1ccc(/C=C(/C#N)c2nc(-c3ccc(Cl)c(Cl)c3)cs2)o1 the results were ST2 IL33 inh inactive.
Screening Cn1ccnc1CN1C(=O)CO[C@H]2CN(C(=O)CC(C)(C)C)C[C@H]21 returned ST2 IL33 inh inactive.
`Cc1nnc(-c2cccc(-c3cc(F)c4c(c3)CC(CN)O4)c2)s1` (stereo unspecified) gave ST2 IL33 inh inactive.
For C=C(C)Cn1c(CNC(=O)c2cccs2)nc2ccccc21 the results were ST2 IL33 inh inactive.
For O=C(c1ccc(S(=O)(=O)N2CCOCC2)cc1)N1CCN(c2ccc(F)cc2)CC1 the results were ST2 IL33 inh inactive.
`O[C@@H]1CN(Cc2cccc3cccnc23)CC[C@H]1c1ccc(F)cc1` gave ST2 IL33 inh inactive.
For CN1CCCC2(CC1)CCN(C(=O)c1cc(-c3cccn3C)n[nH]1)CC2 the results were ST2 IL33 inh inconclusive.
`COc1ccc(C(=O)Nc2nc3c(s2)C[C@@H]2[C@](C)(CO)[C@H](O)CC[C@@]2(C)[C@@H]3CC(=O)N2CCC(C(N)=O)CC2)cc1` gave ST2 IL33 inh inactive.
Screening COc1cc(F)ccc1-c1c(-c2ccccc2)ncn1CCCN1CCCC1=O returned ST2 IL33 inh inconclusive.
Screening CCN1CC(n2cnc(-c3ccccc3)c2-c2ccc3occc3c2)CC1=O (stereo unspecified) returned ST2 IL33 inh inactive.
CCC12CN3CC(CC)(CN(C1)C3c1ccc(C(C)C)cc1)C2=O (stereo unspecified) was read as ST2 IL33 inh inactive.
Screening Cc1cc(O)c(C(C[N+](=O)[O-])c2ccc(Cl)cc2Cl)c(=O)o1 (stereo unspecified) returned ST2 IL33 inh inactive.
`CCC(NC(C)=O)c1cccc(Br)c1` (stereo unspecified) gave ST2 IL33 inh inactive.
`CCOc1ccc(CNC(=O)CN2C(=O)C(CC)=C(c3ccc(OC)cc3)S2(=O)=O)cc1OC` gave ST2 IL33 inh inactive.
For COc1ccc(NC(=O)c2noc3c2CCC3)cc1OC the results were ST2 IL33 inh inconclusive.
For CN(C)C(=O)c1ccc(S(=O)(=O)NCc2ccc(Cl)cc2)s1 the results were ST2 IL33 inh inactive.
For O=C(Nc1c(-c2ccccc2)nc2sccn12)c1ccccc1 the results were ST2 IL33 inh inconclusive.
`COc1cccc(CNS(=O)(=O)c2c(C)n[nH]c2C)c1` gave ST2 IL33 inh inactive.
`CCCN(Cc1cccc(Cl)c1)C(=O)CCn1cnc2ccccc2c1=O` gave ST2 IL33 inh inactive.
O=[N+]([O-])c1ccc(CN2CCC(Cc3ccccc3)CC2)o1 was read as ST2 IL33 inh inconclusive.
`CCSc1oc(-c2ccccc2)nc1S(=O)(=O)c1ccc(C)cc1` gave ST2 IL33 inh inactive.
CC(=O)N(C)c1ccccc1C(=O)O was read as ST2 IL33 inh inactive.
Cc1ccc(Cl)cc1N1CCN(C(=O)C(NS(=O)(=O)c2cccs2)C(C)C)CC1 (stereo unspecified) was read as ST2 IL33 inh inactive.
Screening CC(=O)c1cccc([N+](=O)[O-])c1 returned ST2 IL33 inh inactive.
`CC(C)C1CN(C(=O)c2ccc(-n3cccn3)cc2)CCCN1CC1CC1` (stereo unspecified) gave ST2 IL33 inh inconclusive.
Nc1ccc2nc3c(=O)[nH]c(=O)[nH]c3nc2c1 was read as ST2 IL33 inh 53.0%*.

Six records picked at random from the list so far, as already listed:
CC(=O)N(C)c1ccccc1C(=O)O was read as ST2 IL33 inh inactive.
O=[N+]([O-])c1ccc(CN2CCC(Cc3ccccc3)CC2)o1 was read as ST2 IL33 inh inconclusive.
`CC(C)C1CN(C(=O)c2ccc(-n3cccn3)cc2)CCCN1CC1CC1` (stereo unspecified) gave ST2 IL33 inh inconclusive.
`CCCN(Cc1cccc(Cl)c1)C(=O)CCn1cnc2ccccc2c1=O` gave ST2 IL33 inh inactive.
Nc1ccc2nc3c(=O)[nH]c(=O)[nH]c3nc2c1 was read as ST2 IL33 inh 53.0%*.
For O=C(Nc1c(-c2ccccc2)nc2sccn12)c1ccccc1 the results were ST2 IL33 inh inconclusive.

The list continues:
For Cc1cccnc1CNCC1(O)CCCN(Cc2cccc(F)c2F)C1=O (stereo unspecified) the results were ST2 IL33 inh inactive.
`CCN1CCN(CCCNc2nnc(Cc3cccnc3)c3ccccc23)CC1` gave ST2 IL33 inh inactive.
`CCc1cc(NCCCN2CCCC2=O)nc(N2CCOCC2)n1` gave ST2 IL33 inh inactive.
For CCCC1=C(C(=O)OCC)C(c2cc(Br)c(O)c(OC)c2)NC(=O)N1 (stereo unspecified) the results were ST2 IL33 inh inactive.
Screening O=C(c1sccc1S(=O)(=O)N1CCCC1)N1CCCC(c2ccn[nH]2)C1 (stereo unspecified) returned ST2 IL33 inh inconclusive.
`Cc1cc(NC(=O)c2ccc(S(=O)(=O)N3CCCC3)cc2)nc2c1c(=O)oc1ccccc12` gave ST2 IL33 inh inactive.
For O=C(CSc1nc2c(sc3ccccc32)c(=O)n1Cc1ccco1)NCc1ccco1 the results were ST2 IL33 inh inactive.
Cc1cccc(CSC2=NCCN2C(=O)c2ccco2)c1 was read as ST2 IL33 inh inactive.
`COc1cc(C2Nc3ccccc3NC3=C2C(=O)CC(c2cccs2)C3)cc(Cl)c1O` (stereo unspecified) gave ST2 IL33 inh inconclusive.
Cc1ccc(C)c(N2C(=O)CC3CS(=O)(=O)CC32)c1 (stereo unspecified) was read as ST2 IL33 inh inactive.

Structures listed so far that contain a COOH group:
`CCCC1CCc2c(sc(NC(=O)C3C4C=CC(C4)C3C(=O)O)c2C(N)=O)C1` (stereo unspecified) gave ST2 IL33 inh inactive.
Screening COc1cc(NC(=O)CCc2ccccc2)c(C(=O)O)cc1OC returned ST2 IL33 inh inactive.
`O=C(Cc1ccccc1)Nc1cccc(C(=O)O)c1` gave ST2 IL33 inh inactive.
O=C(O)c1c[nH]c2c(C(=O)O)cccc2c1=O was read as ST2 IL33 inh inactive.
O=C(O)CCC(=O)N1N=C(c2ccccc2)CC1c1ccccc1F (stereo unspecified) was read as ST2 IL33 inh inactive.
CC(=O)N(C)c1ccccc1C(=O)O was read as ST2 IL33 inh inactive.

Additional structures follow.
Cc1sc2nc(SCc3ccc(C(=O)NCCO)cc3)[nH]c(=O)c2c1C was read as ST2 IL33 inh inactive.
`Cc1ccnc(C(NC(=O)c2ccc(Cn3nnnc3C)cc2)C2CC2)c1` (stereo unspecified) gave ST2 IL33 inh inactive.
`O=C(Nc1cc(F)ccc1F)C(NS(=O)(=O)c1cccs1)c1ccccc1` (stereo unspecified) gave ST2 IL33 inh inactive.
`CC(=O)c1c(C(C)=O)c(C)n(Cc2ccc(Cl)cc2)c1C` gave ST2 IL33 inh inconclusive.
Cc1[nH]c(=O)[nH]c(=O)c1S(=O)(=O)N(C)c1ccc(Br)cc1 was read as ST2 IL33 inh inactive.
For Cc1ccc(CNC(=O)Nc2c(C)nc3nc[nH]n3c2=O)cc1 the results were ST2 IL33 inh inconclusive.
O=C(CCCOc1ccc(Cl)cc1Cl)N1CCN(c2ccc(F)cc2)CC1 was read as ST2 IL33 inh inconclusive.
`CCN(CC)CCCN1C(=O)C(O)=C(C(=O)c2ccc(C)o2)C1c1cccs1` (stereo unspecified) gave ST2 IL33 inh inactive.
COc1ccc(OC)c(NS(=O)(=O)c2ccc(Br)s2)c1 was read as ST2 IL33 inh inactive.
For Cc1cc(=O)[nH]c(SCC(=O)c2ccc(Br)cc2)c1C#N the results were ST2 IL33 inh inactive.
`Cc1nc2ncccn2c1C(=O)N1CCC(n2cc(CC(C)C)nn2)CC1` gave ST2 IL33 inh inactive.
Screening CCC1(CC)CN(c2ccnc(C(=O)NCCOC)c2)CCO1 returned ST2 IL33 inh inconclusive.
Screening COc1ccccc1C1C(C(=O)OC2CCCCC2)=C(C)Nc2nnnn21 (stereo unspecified) returned ST2 IL33 inh inactive.
Screening Cc1cc(Cl)ccc1NC(=O)COc1ccc([N+](=O)[O-])cc1 returned ST2 IL33 inh inactive.
`COc1cccc(N2CC(NC(=O)C3CC3)CC2=O)c1` (stereo unspecified) gave ST2 IL33 inh inactive.
For Cc1nn(CCCC(=O)Nc2cc(Br)ccc2O)c(C)c1[N+](=O)[O-] the results were ST2 IL33 inh inactive.
For Cc1nc2sc(C(c3ccc(Cl)cc3)N3CCOCC3)c(O)n2n1 (stereo unspecified) the results were ST2 IL33 inh inconclusive.

The list is partial; the hit share may differ from the screen's.
